APP transl inh: APP translation inhibition. inhibition, % at 2 µM. SH-SY5Y APP 5'UTR-luciferase reporter, luminescence. 190,000 tested, 0.82% active. AID 1285;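 active = inhibition above a set limit, derived from the sample mean plus 3 SD, cut at about 45% in these data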; note: values of inactives mirror those of a sister screen read the other way
FLuc inhib CS: Photinus pyralis luciferase inhibition counter-screen; P08659; ATPLite firefly luciferase biochemical luminescence, 10 min; inhibition, % at 10 µM; 200,000 tested, 1.5% active; AID 1006;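 active = inhibition above about 50% when tested at 10 µM, limit read from the data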
Target sequence (P08659 whole entry, looked up): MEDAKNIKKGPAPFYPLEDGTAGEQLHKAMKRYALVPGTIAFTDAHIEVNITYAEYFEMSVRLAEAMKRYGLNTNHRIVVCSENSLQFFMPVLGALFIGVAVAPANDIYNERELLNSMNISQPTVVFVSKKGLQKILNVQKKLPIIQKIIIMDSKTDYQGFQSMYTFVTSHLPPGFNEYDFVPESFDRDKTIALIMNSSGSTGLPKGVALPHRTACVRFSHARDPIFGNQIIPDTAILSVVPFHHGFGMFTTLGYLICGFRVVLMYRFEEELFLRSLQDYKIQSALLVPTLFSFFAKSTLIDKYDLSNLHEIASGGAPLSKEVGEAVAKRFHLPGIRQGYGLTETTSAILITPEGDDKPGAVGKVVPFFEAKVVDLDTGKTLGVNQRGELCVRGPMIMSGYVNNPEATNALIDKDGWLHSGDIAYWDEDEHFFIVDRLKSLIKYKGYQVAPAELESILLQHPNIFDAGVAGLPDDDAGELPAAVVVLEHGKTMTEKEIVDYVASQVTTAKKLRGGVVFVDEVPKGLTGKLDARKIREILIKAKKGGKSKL
STAT3 act: increases IL-6 driven STAT3 reporter signal; U3A cells, IL-6 STAT3-luciferase reporter, luminescence; 100% = signal with IL-6 EC80 alone; activation (% of control), % at 5.6 µM; 190,000 tested, 0.91% active; AID 871;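 active = activation above the screen-wide mean of compound activation plus 3 SD, cut at about 130% in these data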;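 note: 0% = background luminescence of wells with medium and substrate only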
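Material: STAT1-lacking human U3A cells, STAT3 luciferase reporter | Benchmarks: IL-6-only wells as 100% reference | Probe or stimulus: IL-6 (33 ng/mL) | Timing: Compound 1 h, then IL-6 6 h at 37 °C | Detection: Luminescence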
STAT1 act: increases IFN-gamma driven STAT1 reporter signal; activation (% of control), % at 5.5 µM; NIH 3T3 STAT1-luciferase reporter, luminescence; 100% = IFN-gamma alone, no compound; 200,000 tested, 2.6% active; AID 932;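 active = activation above the screen-wide mean activation plus 3 SD, cut at about 130% in these data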;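 note: raw ratio to IFN-gamma control signal so 100% means no change and 0% no light; values of inactives mirror those of a sister screen read the other way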
ROMK primary: modulators of human ROMK potassium channel; 130,000 tested, 2% active; B-score at 10 µM; Tet-inducible ROMK, thallium flux fluorescence; actives lie on both sides;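 active = signal ratio slope over the read window, or its plate-corrected B-score, at least 3 SD from the plate mean, either direction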;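 note: B-score of the F/F0 ratio slope over 7 to 12 s after thallium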
Target sequence (P48048 whole entry, looked up): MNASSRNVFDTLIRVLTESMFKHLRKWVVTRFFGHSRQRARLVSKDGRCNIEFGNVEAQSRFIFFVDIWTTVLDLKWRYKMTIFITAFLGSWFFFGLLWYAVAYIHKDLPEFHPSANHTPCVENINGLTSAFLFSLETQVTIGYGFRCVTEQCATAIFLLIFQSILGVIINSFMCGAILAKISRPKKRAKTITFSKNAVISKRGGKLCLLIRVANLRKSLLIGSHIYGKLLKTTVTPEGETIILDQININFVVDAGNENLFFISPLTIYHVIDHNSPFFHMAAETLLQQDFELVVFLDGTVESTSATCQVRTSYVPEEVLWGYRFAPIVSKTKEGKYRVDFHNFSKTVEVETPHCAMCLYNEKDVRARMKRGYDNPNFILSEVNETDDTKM
NF-kB expr up: compounds increasing NF-kB expression in human neuronal cells; AID 1239; fold change at 12.5 µM; NF-kB reporter expression; hits give high values; 190,000 tested, 1.6% active; in the data active = fold change above about 3.3
STAT3 blocker: reduces IL-6 driven STAT3 reporter signal; U3A cells, IL-6 STAT3-luciferase reporter, luminescence; host cell line lacks STAT1; AID 862; inhibition, % at 5.5 µM; 190,000 tested, 0.89% active;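 active = inhibition above the mean inhibition across all screened compounds plus 3 SD, cut at about 44% in these data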;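 note: 0% = DMSO only wells and 100% = 100 µM nifuroxazide control wells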
STAT1 blocker: STAT1 signaling inhibition; NIH 3T3 STAT1-luciferase reporter, IFN-gamma, luminescence; inhibition, % at 5.5 µM; 200,000 tested, 0.35% active; AID 920;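 active = inhibition above a set limit, the mean inhibition across all tested compounds plus 3 SD, cut at about 34% in these data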;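 note: 0% = IFN-gamma with DMSO and 100% = IFN-gamma with 300 µM nifuroxazide; values of inactives mirror those of a sister screen read the other way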
APP 5'UTR act: activates APP 5'UTR luciferase reporter | SH-SY5Y APP 5'UTR luciferase reporter, luminescence; zero percent = DMSO vehicle wells | activation, % at 2 µM | 190,000 tested, 1% active;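 active = activation above a set limit, based on mean plus 3 SD of controls, cut at about 140% in these data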; note: values of inactives mirror those of a sister screen read the other way
FLuc act counter: affects firefly luciferase, flagging false hits in luciferase stimulation screens; AID 1027; 200,000 tested, under 10 active; ATPlite luciferase biochemical, luminescence, 10 min; 0 = ATP-free wells, 1 = DMSO control; P08659; activation factor at 10 µM;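 active = luciferase activation factor, scaled between plate controls, of at least 2 with compound at 10 µM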
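Material: luciferase plus luciferin reagent, cell-free. Medium: PBS buffer for ATP. Also added: ATP substrate, dispensed from a 10.24 µM working solution in PBS. Doses: test compounds dosed from 2 mM stocks in 100% DMSO. Incubation: 10 min post-reagent at room temperature. Technique: light output (luminescence). Read-out basis: luminescence gain marking luciferase activators.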
Active calls of the source: *; . = no result given.

canonical_smiles,FLuc act counter,APP transl inh,APP 5'UTR act,STAT3 act,STAT1 blocker,STAT3 blocker,FLuc inhib CS,STAT1 act,NF-kB expr up,ROMK primary
CCN1CCN(C(c2cc(OC)c(OC)c(OC)c2)c2nnnn2C(C)C)CC1 (configuration not stated),1,-20,20,106,-4,-5,-2,104,0.96,1
CCCc1nc2scc(-c3ccccc3)c2c(=O)n1N,1.1,-3,3,90,1,14,-6,99,2.3,.
CN1CCC(=NNC(=O)CN(c2ccc(Oc3ccccc3)cc2)S(C)(=O)=O)CC1,1.1,-1,1,101,-8,-1,-7,107,1.1,-1
COc1ccc(N=c2oc3cc(O)ccc3cc2C(=O)NCC2CCCO2)c(OC)c1 (configuration not stated),1,11,-11,73,-2,36,-1,102,0.91,.
Cn1c(CO)nc2cc(N)ccc21,1,-2,2,100,6,3,0,95,0.97,.
O=C(C1CC1)N1N=C(C2CCCCC2)CC1(O)C(F)(F)F (configuration not stated),1.1,8,-8,110,-1,-5,-9,99,1.1,-1.3
O=[N+]([O-])c1ccc(/C=N/N=C/c2ccc([N+](=O)[O-])o2)o1,1,94*,-94,54,-89,58*,1,182*,0.15,-0.35
CCSc1nnc(NC(=O)[C@@H](NC(=O)c2cc(OC)cc(OC)c2)C(C)C)s1,1,-7,7,98,-2,6,-4,100,1.3,0.27
CCOC(=O)CN1C(=O)SC(CC(=O)Nc2nccs2)C1=O (configuration not stated),1,9,-9,97,2,4,-3,94,1.2,-0.25
Cc1cc(C)c(C#N)c(Nc2ccccc2Cl)n1,1,15,-15,81,2,24,-5,98,1.1,0.027
COc1ccc(-n2ncc3c(SCC(=O)N4CCN(c5ccccc5OC)CC4)ncnc32)cc1,0.9,8,-8,95,-3,10,5,103,0.54,.
Cc1cc(NC(=O)CSc2nc3c(c(=O)n2-c2ccccc2)SC(C)C3)no1 (configuration not stated),1.1,-2,2,100,4,0,-7,97,1,.
O=c1c(Cc2ccccc2)c(O)ccn1CCc1cnc[nH]1,1.1,-18,18,105,1,-4,-7,99,1.1,0.46
CCc1ccc(NC(=O)C2CC(=O)Nc3ncnn32)cc1 (configuration not stated),1,17,-17,105,8,-1,-5,93,1.2,1.3
O=C1N/C(=C\c2ccccc2)C(O)=C1C=NCc1ccccc1,0.9,-7,7,101,-26,2,8,123,1.5,.
O=C(NC(NC(=S)Nc1ccc(Cl)cc1Cl)C(Cl)(Cl)Cl)c1cccc([N+](=O)[O-])c1 (configuration not stated),1,2,-2,99,9,13,-4,92,0.47,.
Cc1[nH]nc(N)c1-c1ccccc1,0.9,9,-9,96,-8,7,6,105,1.2,-0.13
Cc1ccc(CN2CCN(Cc3cn[nH]c3-c3ccccc3)CC2CCO)o1 (configuration not stated),1,-2,2,105,13,0,-3,88,1.1,0.02
O=C(CSc1cccc2cccc(Cl)c12)NC1=NCCS1,1,3,-3,90,2,16,-1,96,1,0.6
O=C(CCNC(=O)c1ccc([N+](=O)[O-])cc1)Nc1ccc(N2CCOCC2)cc1N1CCOCC1,1.1,2,-2,103,-2,2,-6,100,1.1,0.19
CC(C)n1c(CN2CCN(C)CC2)nc2c1c(=O)n(C)c(=O)n2C,.,-3,3,98,3,2,.,97,.,.
O=C(Cn1cnc2ccccc2c1=O)N1CCOCC1,1,50*,-50,95,-3,10,-2,102,1.6,.
O=S(=O)(/N=C(/NS(=O)(=O)c1ccccc1)c1ccccc1)c1ccccc1,1.1,-4,3,96,-4,7,-8,101,1.1,-0.077
O=C(c1ccccc1)c1c[nH]c(C(=O)NCc2cccnc2)c1,1.1,-10,10,104,-2,1,-8,102,0.94,.
Cc1nnc(NC(=O)CSc2nnc(Cc3cccn3C)n2CCc2ccccc2)s1,1.1,14,-14,101,4,5,-6,97,1.2,.
CCc1sc(NC(=O)CCC(=O)O)nc1-c1cc2ccccc2oc1=O,1,-11,11,110,8,-5,-3,93,1.1,0.84
O=C(Nc1ccc2c(c1)OCCO2)C1CCN(C(=O)c2ccccc2)CC1,1,1,-1,111,-18,-8,3,116,1.4,.
COC(=O)n1c(=O)oc2ccccc21,1,-4,4,107,0,-4,-1,100,1.2,0.008
Cc1cc2cc(C(c3nnnn3Cc3ccco3)N3CCc4ccccc43)c(=O)[nH]c2cc1C (configuration not stated),1.1,-5,5,99,5,4,-5,95,0.72,-0.18
Fc1ccc(COc2cccc3cccnc23)cc1,0.9,-39,39,97,-35,9,8,129*,2,0.16
Cc1cccc(C(=O)O)c1NC(=O)c1ccc(F)cc1,1,-6,6,101,-4,3,-2,104,2.5,-0.36
CCN(CC)S(=O)(=O)c1ccc(-c2csc(C)n2)cc1,1,0,0,98,-9,6,-4,107,1.3,-2.2
CNC(=O)CSc1nnc(-c2cc3c(C)nn(-c4ccccc4)c3s2)n1C,.,8,-8,93,2,13,.,98,.,.
COc1ccc2nc(N3CCCC3)c(C#N)cc2c1,0.8,-31,31,88,-11,18,16,110,0.95,.
CCN1CCN(c2ncc3c(n2)CC(c2cc(OC)c(OC)c(OC)c2)CC3=O)CC1 (configuration not stated),1,5,-5,95,5,13,-2,96,1.2,1.3
COc1ccc(C(=O)COC(=O)/C=C/c2ccc(S(=O)(=O)Nc3cccc(S(N)(=O)=O)c3)cc2)cc1,1,-5,5,94,8,9,-4,93,0.95,-0.22
Cc1ccc(S(=O)(=O)CC(=O)c2ccc(C)c([N+](=O)[O-])c2)cc1,1.1,6,-6,88,8,18,-6,93,0.9,.
O=C(Nc1cccnc1)c1cnn2c(C(F)F)cc(C3CC3)nc12,1,2,-2,99,-6,3,0,106,0.34,.
Cc1cccc2nc(Cn3c(=O)n(CCCC(=O)NCc4ccco4)c(=O)c4ccccc43)cc(=O)n12,1,7,-7,98,1,6,0,99,0.74,-0.089
COC(=O)COc1ccc(/C=C2/SC(=O)N(CC(=O)N3CCCC3)C2=O)cc1Br,1,18,-18,105,2,0,-3,98,1,.
O=C(NCc1c(F)cccc1F)c1cc(COc2c(F)cccc2F)on1,1,-31,31,100,-14,6,1,113,1.6,0.31
CC(=O)Nc1nc2ccccc2n1CCN1CCOCC1,1,-7,7,96,-1,8,-4,101,1,-0.45
O=C1CCC/C(=N/NC(=O)c2ccc(NS(=O)(=O)c3cccs3)cc2)C1,1.1,-16,16,99,1,2,-6,100,1.5,0.045
CCOc1ccccc1NC(=O)CCC(=O)O,1.1,-14,14,100,-4,4,-7,103,1.2,.
Cc1ccccc1-n1c(-c2cccnc2)n[nH]c1=S,1,-19,19,98,4,6,-2,93,0.92,.
O=C(Nc1ccccc1N1CCN(c2ccccc2)CC1)C12CC3CC(CC(C3)C1)C2,1,2,-2,92,3,14,-4,97,1.1,0.17
Fc1ccc(CO/N=C/C2=C(Cl)c3ccccc3CC2)cc1,1,-2,2,102,4,-2,-3,93,1.1,1.5
COc1ccc(C(=O)CCC(=O)Nc2cccnc2)cc1,1.1,-17,17,100,-1,8,-6,101,1.1,0.29
O=C(CC1C(=O)NCCN1CC(c1ccccc1)c1ccccc1)NC1CC1 (configuration not stated),1.1,-14,13,96,-9,9,-6,106,0.91,0.44
C=CCn1c(SCc2ccc(C#N)cc2)nnc1-c1cccc(Cl)c1,1,-8,8,95,3,11,-4,97,0.78,.

Continuation.
canonical_smiles,FLuc act counter,APP transl inh,APP 5'UTR act,STAT3 act,STAT1 blocker,STAT3 blocker,FLuc inhib CS,STAT1 act,NF-kB expr up,ROMK primary
CCOC(=O)C(C)Oc1ccc(=O)n(-c2ccccc2)n1 (configuration not stated),1.1,-6,6,101,8,4,-8,93,1.2,.
CN(c1ccc(OCC(=O)N2CCC(C(N)=O)CC2)cc1)S(=O)(=O)c1cccs1,1.1,-15,15,102,-9,-2,-9,108,1,0.17
C=CCn1c(CCNC(=O)c2ccccc2F)nnc1SCC(=O)Nc1nc2ccccc2s1,1,2,-2,102,14,-1,-3,79,1.3,0.45
Cc1ccccc1C(=O)OC(C)CN1CCOCC1 (configuration not stated),1.1,8,-9,101,-6,6,-7,103,1,0.15
O=C(NC1CC1)C1CCN(S(=O)(=O)c2cc(Cl)ccc2Cl)CC1,1.1,4,-4,103,-1,2,-6,100,1.1,-0.22
O=C(NCCCN1CCOCC1)c1cccc(S(=O)(=O)N2CCc3ccccc3C2)c1,1,5,-5,97,1,11,3,98,0.96,0.042
CCOC(=O)C1(CCSC)NC(c2ccco2)C2C(=O)N(CC)C(=O)C21 (configuration not stated),1,4,-4,106,3,-2,0,97,1.8,.

Compound profiles, as listed above. Values in the order: FLuc act counter	APP transl inh	APP 5'UTR act	STAT3 act	STAT1 blocker	STAT3 blocker	FLuc inhib CS	STAT1 act	NF-kB expr up	ROMK primary
`CCOC(=O)C(C)Oc1ccc(=O)n(-c2ccccc2)n1` (configuration not stated) as listed: 1.1	-6	6	101	8	4	-8	93	1.2	.
`O=C(NC1CC1)C1CCN(S(=O)(=O)c2cc(Cl)ccc2Cl)CC1` as listed: 1.1	4	-4	103	-1	2	-6	100	1.1	-0.22

Entries from the list above containing two or more sulfur atoms, in the order listed:
canonical_smiles,FLuc act counter,APP transl inh,APP 5'UTR act,STAT3 act,STAT1 blocker,STAT3 blocker,FLuc inhib CS,STAT1 act,NF-kB expr up,ROMK primary
CCSc1nnc(NC(=O)[C@@H](NC(=O)c2cc(OC)cc(OC)c2)C(C)C)s1,1,-7,7,98,-2,6,-4,100,1.3,0.27
CCOC(=O)CN1C(=O)SC(CC(=O)Nc2nccs2)C1=O (configuration not stated),1,9,-9,97,2,4,-3,94,1.2,-0.25
Cc1cc(NC(=O)CSc2nc3c(c(=O)n2-c2ccccc2)SC(C)C3)no1 (configuration not stated),1.1,-2,2,100,4,0,-7,97,1,.
O=C(CSc1cccc2cccc(Cl)c12)NC1=NCCS1,1,3,-3,90,2,16,-1,96,1,0.6
O=S(=O)(/N=C(/NS(=O)(=O)c1ccccc1)c1ccccc1)c1ccccc1,1.1,-4,3,96,-4,7,-8,101,1.1,-0.077
Cc1nnc(NC(=O)CSc2nnc(Cc3cccn3C)n2CCc2ccccc2)s1,1.1,14,-14,101,4,5,-6,97,1.2,.
CCN(CC)S(=O)(=O)c1ccc(-c2csc(C)n2)cc1,1,0,0,98,-9,6,-4,107,1.3,-2.2
CNC(=O)CSc1nnc(-c2cc3c(C)nn(-c4ccccc4)c3s2)n1C,.,8,-8,93,2,13,.,98,.,.
COc1ccc(C(=O)COC(=O)/C=C/c2ccc(S(=O)(=O)Nc3cccc(S(N)(=O)=O)c3)cc2)cc1,1,-5,5,94,8,9,-4,93,0.95,-0.22
O=C1CCC/C(=N/NC(=O)c2ccc(NS(=O)(=O)c3cccs3)cc2)C1,1.1,-16,16,99,1,2,-6,100,1.5,0.045
CN(c1ccc(OCC(=O)N2CCC(C(N)=O)CC2)cc1)S(=O)(=O)c1cccs1,1.1,-15,15,102,-9,-2,-9,108,1,0.17
C=CCn1c(CCNC(=O)c2ccccc2F)nnc1SCC(=O)Nc1nc2ccccc2s1,1,2,-2,102,14,-1,-3,79,1.3,0.45

Compound activity as filed in PubChem BioAssay.
